LDHA block – qHTS assay for inhibitors of human lactate dehydrogenase; 480,000 compounds, 0.15% hits; activity change, % (values are at about 110 or 230 µM); AID 1347041, 2019; purified LDHA, NADH/diaphorase-resazurin fluorescence; stronger effect = lower value; in the data active = activity change below about -30%; inconclusive = mostly about -25% to -30%;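 also: plate controls were DMSO wells for no effect and wells without enzyme for full effect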
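Human LDH5 (2 nM) was incubated with 0.06 mM NADH and 0.2 mM pyruvate for 5 min at room temperature in Tris pH 7.4. Remaining NADH was coupled through diaphorase/resazurin, and resorufin fluorescence was read at 0 and 20 min.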
USP1-UAF1 inh – Inhibitors of USP1/UAF1: Primary Screen; Potency, µM (doses to about 57.1 µM), for inactives: at the top dose activity change, negative = inhibition, actives largely listed as inhibitors; Ubiquitin carboxyl-terminal hydrolase 1 (Homo sapiens), O94782; 390,000 compounds, 0.23% hits; AID 743255, 2014; recombinant USP1/UAF1, Ub-Rhodamine cleavage fluorescence; also: potency is read from the fitted curve at half-maximal effect; % is scaled to controls: 0 for no effect and ±100 for the full control effect; nearly all actives have a fitted effect of over 60% in size; inactives centre near -12
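USP1/UAF1 complex (1 nM) preincubated 15 min at room temperature with compound, then Ub-Rho substrate (150 nM final) added. Kinetic fluorescence at 480/540 nm over 6 reads at 60 s intervals; 50 mM HEPES pH 7.8, 0.5 mM EDTA, 0.1 mg/ml BSA, 1 mM TCEP, 0.01% Tween-20.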
RXFP1 agonist – qHTS Assay for Agonists of the Relaxin Receptor RXFP1; Relaxin receptor 1 (Homo sapiens), Q9HBX9; HEK293T-RXFP1 cAMP TR-FRET, 30 min; response scale: percent of porcine relaxin response, buffer zero; Potency, µM (top dose mostly 57.5 µM), inactives show top-dose activation, actives largely listed as activators; 370,000 compounds, 0.3% hits; also: potency is read from the fitted curve at half-maximal effect; % is scaled to controls: 0 for no effect and ±100 for the full control effect; nearly all actives have a fitted effect of over 60% in size; many of its hits are not listed in these tables
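Agonist response is measured as cAMP accumulation in an RXFP1-transfected HEK293T line under PDE4 inhibition. Values are scaled between buffer-only and 29 nM porcine relaxin, and EC50s come from standard Hill equation fits.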
TrxR1 substrate – qHTS Assay for Substrates of Mammalian Selenoprotein Thioredoxin Reductase 1 (TrxR1): qHTS. purified TrxR1 substrate turnover, NADPH consumption readout. Potency, µM (highest dose often 114 µM), inactives show at the top dose activity change, negative = substrate turnover. 390,000 compounds, 0.01% hits. AID 588456, 2011; also: potency is read from the fitted curve at half-maximal effect; % is scaled to controls: 0 for no effect and ±100 for the full control effect; nearly all actives have a fitted effect of over 50% in size
Target sequence (O89049 whole entry, looked up): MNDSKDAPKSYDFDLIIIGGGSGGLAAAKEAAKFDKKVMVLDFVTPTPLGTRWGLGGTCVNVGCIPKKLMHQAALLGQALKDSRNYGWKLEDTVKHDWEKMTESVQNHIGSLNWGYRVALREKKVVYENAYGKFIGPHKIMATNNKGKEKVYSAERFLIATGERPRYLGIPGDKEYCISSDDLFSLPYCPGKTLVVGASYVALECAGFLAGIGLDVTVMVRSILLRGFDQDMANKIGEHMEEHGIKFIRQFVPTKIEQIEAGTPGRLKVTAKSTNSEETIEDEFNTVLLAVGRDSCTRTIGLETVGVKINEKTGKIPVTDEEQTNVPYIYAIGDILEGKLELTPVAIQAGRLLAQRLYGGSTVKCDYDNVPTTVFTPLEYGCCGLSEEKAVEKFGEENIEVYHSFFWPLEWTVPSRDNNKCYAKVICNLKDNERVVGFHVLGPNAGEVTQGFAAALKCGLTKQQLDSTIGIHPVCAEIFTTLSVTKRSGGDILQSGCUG
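Rat TrxR1, dispensed at 90 nM, was prereduced with 400 uM NADPH (final) for 5 min at ~22 deg C, then incubated with compound 15 min before 400 uM selenite. A first-read NADPH fluorescence drop versus no-compound background flagged substrates.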
Vif-APOBEC3F blk – qHTS for Inhibitors of Vif-A3F Interactions: qHTS. HeLa A3F-eYFP + Vif (tagged APOBEC3F with the HIV-1 protein that degrades it), YFP fluorescence increase. Potency, µM (titrated, usually from 46.1 µM), without a hit: at the highest dose activity, negative = active. AID 602313, 2012. 390,000 compounds, 0.2% hits; also: potency is read from the fitted curve at half-maximal effect; % of control where 0% means no effect; nearly all actives have a fitted effect of over 65% in size
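HeLa cells stably expressing A3F-eYFP plus Vif, plated and incubated overnight at 37 deg C, then exposed to compounds overnight at 37 deg C. Blocked degradation read as raised yellow fluorescence (Ex 488/Em 500-530).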
Vif-APOBEC3G blk – qHTS for Inhibitors of Vif-A3G Interactions: qHTS; 410,000 compounds, 0.076% hits; Potency, µM (doses to about 46.1 µM), for inactives: at the top dose activity, negative = active, most hits filed as inhibitors; DNA dC->dU-editing enzyme APOBEC-3G (Homo sapiens), Q9HC16; AID 602310, 2012; HeLa A3G-eYFP + Vif (tagged APOBEC3G with the HIV-1 protein that degrades it), YFP fluorescence, overnight;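 also: potency is read from the fitted curve at half-maximal effect; % is scaled to controls: 0 for no effect and ±100 for the full control effect; nearly all actives have a fitted effect of over 60% in size; hits raise eYFP signal because A3G escapes Vif-driven loss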
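Read-out is eYFP fluorescence (Ex 488/Em 500-530) from Vif-expressing HeLa A3G-eYFP cells; more signal means A3G escaped Vif-mediated degradation. Cells plated overnight, compound pinned in, incubated overnight at 37 deg C.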
mIDH1 inhibitor – qHTS for Inhibitors of mutant isocitrate dehydrogenase 1 (IDH1): qHTS; IDH1-R132H enzyme, NADPH consumption, diaphorase/resazurin fluorescence; Potency, µM (titrated, usually from 76.6 µM), inactives show top-dose activity change, negative = inhibition, hits mostly inhibitors; 390,000 compounds, 0.093% hits; also: potency is read from the fitted curve at half-maximal effect; % is scaled to controls: 0 for no effect and ±100 for the full control effect; nearly all actives have a fitted effect of over 65% in size
Target sequence (O75874 whole entry R132H, stated change not applied): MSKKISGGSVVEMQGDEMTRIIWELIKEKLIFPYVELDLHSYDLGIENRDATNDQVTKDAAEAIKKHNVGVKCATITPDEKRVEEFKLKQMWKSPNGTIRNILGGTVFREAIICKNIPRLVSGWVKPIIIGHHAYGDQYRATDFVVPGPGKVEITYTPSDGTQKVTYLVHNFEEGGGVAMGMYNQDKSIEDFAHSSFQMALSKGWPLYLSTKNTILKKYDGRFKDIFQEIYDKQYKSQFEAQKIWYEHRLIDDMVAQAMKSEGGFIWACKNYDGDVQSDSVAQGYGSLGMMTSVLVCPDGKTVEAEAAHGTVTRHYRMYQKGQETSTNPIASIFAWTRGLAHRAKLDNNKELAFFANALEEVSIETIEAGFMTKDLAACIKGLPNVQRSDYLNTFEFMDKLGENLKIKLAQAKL
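IDH1-R132H (0.5 ug/mL dispensed) in pH 7.5 Tris buffer was preincubated 30 min with compound, then given a substrate mix of 0.016 mM NADPH and 2 mM alpha-KG for 80 min at room temperature; remaining NADPH was read by diaphorase/resazurin fluorescence.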
PI4K2A inh – qHTS for small molecular inhibitors of PI4K2A; activity change, negative = inhibition, % at 76.9 µM; purified PI4K2A, ADP-Glo luminescence, 1 h; stronger effect = lower value; AID 1346378, 2018; 420,000 compounds, 0.13% hits; Phosphatidylinositol 4-kinase type 2-alpha (Homo sapiens), Q9BTU6; in the data active = activity change below about -50%; inconclusive = mostly about -30% to -49%;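 also: -100% = wells without enzyme as full effect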
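PI4K2A activity was measured by ADP-Glo luminescence: enzyme (4 ug/mL stock) and phosphatidylinositol (1.2 mM stock) in Tris pH 7.5/MgCl2/EGTA/Triton X-100 buffer were reacted with ATP (300 microM stock) for one hour at ambient temperature.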
Glioma ERSR ind – qHTS for Inducers of the Endoplasmic Reticulum Stress Response (ERSR) in Human Glioma: qHTS. U87-MG GRP78 promoter luciferase reporter, 16 h. Potency, µM, inactives show at the highest dose activation, most hits filed as activators. 420,000 compounds, 0.02% hits. AID 602332, 2012; also: potency is read from the fitted curve at half-maximal effect; series mostly up to about 76 µM; % of control where 0% means no effect; nearly all actives have a fitted effect of over 35% in size
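ERSR induction read as luciferase luminescence (Bright-Glo, 10 min at room temperature) in stably transfected human U87-MG glioma cells exposed to compounds for 16 h, using GRP78 as sensor.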
Active calls of the source: *; ? = inconclusive; · = not tested or not shown; & = joins results of further samples; [ ] = remark or other dose. Unless noted, calls follow the shape of the dose curve; as a rule, active = well fitted curve in the direction sought with a large enough effect; inconclusive = small, poorly fitted or top-dose-only effect, or another doubt; inactive = no such curve, though single readings can be large; an effect the other way counts as inactive or inconclusive. Only part of the results is shown (hit frequency here may not be typical).

Each structure is followed by: LDHA block, USP1-UAF1 inh, RXFP1 agonist, TrxR1 substrate, Vif-APOBEC3F blk, Vif-APOBEC3G blk, mIDH1 inhibitor, PI4K2A inh, Glioma ERSR ind
> Cc1nc2ccccc2c(=O)n1NC(=O)c1ccc([N+](=O)[O-])cc1
    -12.8, -17.1%, 3.9%, 5.9%[57.1 µM], -10.4%, 0.2%, 10.0%, -10.7, -3.3%
> Cc1ccc(/C=C2\SC(=S)N(CCCC(=O)Nc3cccnc3)C2=O)cc1
    2.0, -21.2%, -0.8%, -1.9%, -6.4%, -6.9%, 9.3%, -0.1, -13.0%
> COCCN(Cc1nc(C(c2ccccc2)c2ccccc2)no1)C(C)C
    -1.4, -20.5%, -0.5%, -0.1%, -0.3%, -5.7%, 12.3%, -11.1, -4.2%
> C=CCn1c(SCC(N)=O)nnc1-c1cnccn1
    2.0, -13.3%, 1.5%, -2.0%, 2.6%, 5.3%, 0.0%, -2.7, 0.6%
> CCCCCCC(=O)N1CCCC(c2nc(-c3cccc(OC)c3)no2)C1 (configuration not stated)
    3.8, -23.4%, -25.4%, -9.9%, 3.9%, 0.8%, 6.4%, 1.8, 1.2%
> N=C1C(c2nc(-c3ccc(Cl)cc3)cs2)=C(O)CN1NC(=O)c1ccc(O)cc1
    -2.1&-10.4, -27.0%, 4.1%, 3.3%, -7.4%, 3.6%, -0.3%, 1.4, -1.9%
> CC1O[C@H](OC2C(COC3OC(CO)C(O)[C@H](O)C3O)OC(OC3CC[C@]4(C)C(CC[C@@]5(C)[C@@H]4C=C[C@]46OC[C@@]7(CCC(C)(C)C[C@H]74)C(O)C[C@@]56C)C3(C)C)C(O)C2O)C(O)C(O)C1O (some centres not stated)
    -2.0, -15.9%, ·, 9.4%, -1.9%, 0.8%, 24.9%, 0.6, -0.6%
> Cc1ccc(-n2c3c(cc(C(=O)NCc4ccco4)c2=O)C(=O)CCC3)cc1
    2.0, -12.8%, -0.6%, -0.4%, -21.5%, -1.9%, 5.9%, -4.7, 0.6%
> CC(=O)c1ccc(C(=O)N2CCCC(CCC(=O)N(C)CCc3ccccn3)C2)s1 (configuration not stated)
    -0.6, -8.0%, 0.3%, -4.5%[57.1 µM], -1.3%, 2.1%, 6.7%, 3.2, -1.7%
> NC(=O)c1ccc(NC(=O)CSC2=Nc3ccccc3C3CC=NN23)cc1 (configuration not stated)
    -3.9, -25.4%, 4.3%, 1.9%, 1.3%, -10.0%, 1.6%, -20.6, -3.0%
> Cc1ccc(CNC(=O)CN2C(=O)COc3ccc(S(=O)(=O)Nc4ccccc4)cc32)cc1
    -1.6, -5.7%, 2.5%, -5.5%, -1.1%, -2.4%, -6.8%, 1.1, -0.2%
> Cc1ccc2nc(-c3ccc(N4C(=NC(=O)CCC(=O)O)SC5CS(=O)(=O)CC54)cc3)sc2c1 (configuration not stated)
    1.2, -1.6%, 0.7%, 41.8%[activator], 1.6%, 0.6%, 1.1%, -3.6, -0.4%
> COC(=O)CN1C(=O)C2(C(C#N)=C(N)Oc3c2c(C)nn3-c2ccccc2)c2ccccc21 (configuration not stated)
    27.3, -8.2%, 1.0%, -4.2%[57.1 µM], -11.1%, -3.9%, 1.3%, 6.6, -4.5%
> CCCc1cc(=O)[nH]c(SCC(=O)Nc2cc(S(=O)(=O)N3CCCCC3)ccc2Cl)n1
    -0.2, -13.6%, ·, -8.9%, 0.4%, -8.3%, 1.9%, -4.4, -1.2%
> Cc1nn2c(-c3ccncc3)nnc2c2ccccc12
    -8.0, -20.5%, 14.7%, 11.0%[57.1 µM], 4.6%, -0.2%, 0.6%, -10.4, -0.4%
> COc1ccc(Nc2nnc(C)c(=O)[nH]2)cc1
    -2.2, -4.7%, 0.7%, -3.4%, 3.3%, -0.1%, 2.6%, 3.2, -1.9%
> COC(=O)C(CCSC)NC(=O)c1cc2c(n(-c3ccccc3)c1=O)CCCC2=O (configuration not stated)
    -3.6, -18.9%, 0.1%, 4.1%, 1.4%, -3.6%, -1.2%, 0.7, -4.4%
> Cc1cc2c3c([nH]c2cc1S(=O)(=O)NCCCOC(C)C)CC(C)(C)CC3=O
    -10.3, -5.5%, 3.3%, 2.8%, -1.4%, 0.3%, -3.0%, -4.1, -1.0%
> O=S1(=O)CCO[C@H]2Cc3ccccc3[C@H]2N1Cc1ccc(F)cc1
    0.5, -12.2%, -0.2%, -7.5%[57.1 µM], 0.0%, 3.1%&0.4%, 6.7%, -2.8, -4.5%&-4.2%
> CCOc1ccccc1NC(=O)Cn1c(=O)n(CCCC(=O)NCc2ccc(C)cc2)c(=O)c2ccccc21
    -1.0, -31.1%, 6.5%, -1.4%, -9.5%, -0.9%, -2.0%, -3.5, -2.8%
> O=C(N1CCCC1)n1c(Cc2ccccc2)nc2ccccc21
    -1.1, -4.8%, -0.7%, 2.4%[57.1 µM], -7.4%, -0.5%, 10.9%, 0.5, -1.5%
> CC(C)Cc1nnc(NC(=O)CCC(=O)Nc2ccccc2F)s1
    -1.1, -22.2%, 0.4%, 5.7%, 0.8%, 0.1%, 7.4%, -2.4, -3.5%
> COc1cccc(-c2nc(CS(=O)(=O)CC(=O)NCCCN3CC(C)CC(C)C3)c(C)o2)c1 (configuration not stated)
    0.1, 4.6%, 1.6%, 3.6%[57.1 µM], -4.5%, 2.0%, -12.7%, 1.0, -0.2%
> CS(=O)(=O)N1CCN(c2ccccc2NC(=O)c2ccc3c(c2)OCCO3)CC1
    -2.8, -5.5%, -7.3%, -0.7%, 1.3%, -7.8%, 12.6%, 2.1, -2.5%
> CCN(CC(=O)NCc1ccc(Cl)cc1)C(=O)Cc1ccc(OC)cc1
    -6.9, -25.3%, 0.0%, 6.4%, 11.6%, 0.0%, 2.6%, -5.1, -4.1%
> COc1ccc(NC(=O)CN(C)C(=O)c2c(C)nn(-c3ccccc3)c2Cl)cc1
    -3.5, -21.2%, -2.6%, 5.6%, 10.0%, 1.7%, 4.7%, 1.3, -5.4%
> O=C(c1cnn2c(C(F)(F)F)cc(-c3cccs3)nc12)N1CCN(C(c2ccccc2)c2ccccc2)CC1
    -4.8, -17.9%, 2.6%, 16.8%, -1.0%, 3.7%, 3.8%, 0.5, -2.4%
> Cc1ccc(C)c(N(CC(=O)N(C)C)S(C)(=O)=O)c1
    -7.2, 1.3%, 3.5%, -1.1%[57.1 µM], -12.3%, 0.9%, -2.3%, 4.7, -3.0%
> O=C(CCSCc1cccc(Cl)c1)NCCC1=CCCCC1
    1.7, ?, -0.1%, -10.1%, -0.6%, -0.2%, 3.0%, 1.8, -1.8%
> Cc1ccc(SCC(=O)NC(C)c2ccccc2)cc1 (configuration not stated)
    -2.2, -6.4%, -0.8%, 6.9%[57.1 µM], 4.8%, 0.6%, 7.7%, -1.0, -0.3%
> CCCOc1ccc(CNCCCOCC)cc1OC
    -13.3, -3.4%, 1.4%, 6.6%, 2.4%, -4.5%, -3.3%, 6.4, -3.9%
> CCCNC(=O)C1(C)CCCN(Cc2ccc(Cl)cc2)C1 (configuration not stated)
    -4.9, ·, ·, ·, ·, -0.1%, ·, 4.3, -2.6%
> COc1ccc(C2=NS(=O)(=O)N(C)C(C(=O)N3CCC(C)CC3)=C2)cc1
    -0.9, -19.7%, 4.0%, -2.1%[57.1 µM], 5.0%, 0.1%, 9.4%, 3.5, -3.2%
> N[C@@H](Cc1ccccc1)c1nnc(SCc2ccccc2Cl)o1
    -0.1&-1.6, -6.0%, 0.9%, 0.6%, -2.9%, 0.2%, 9.6%, 1.1, -1.4%
> Cc1ccnc2nc(C(=O)OCC(=O)c3ccc(NC(=O)CC(C)C)cc3)nn12
    -5.2, -14.4%, ·, -0.7%, 7.6%, -0.1%, -1.1%, -6.6, -2.4%
> CCCCCCN1N=C(C)C(C(=O)c2ccc(Cl)cc2)C1=O (configuration not stated)
    -0.3, -18.1%, -1.2%, 3.9%[57.1 µM], 8.0%, 3.1%, -2.3%, 11.9, -3.6%
> COc1ccc(/C=C/c2nccc3ccccc23)cc1OC
    -2.4, ·, ·, -0.2%, ·, -18.4%, ·, ·, 2.3%
> Cc1n[nH]c(=O)c2c(NC(=O)CSc3nnnn3-c3ccccc3)oc(C)c12
    7.0, -4.5%, 1.8%, -10.2%, -1.6%, -6.2%, 3.5%, -1.7, -1.7%
> c1ccc(-n2ncc3c(NCc4cccnc4)ncnc32)cc1
    -3.5, -8.4%, 0.2%, 9.7%, 0.8%, 0.8%, 3.4%, 1.3, 6.0%
